# ARFGAP1 inh: inhibits rat ARF GTPase activating protein 1. inhibition, % at 16.5 µM. Q62848. 360,000 tested, 0.26% active. AID 651572. Arfgap1-stimulated ARF1 GTP hydrolysis, GDP FP detection;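 active = inhibition above a per-plate limit, mean inhibition of low control wells plus 3 SD, cut at about 25% in these data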;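 also: 0% = DMSO wells with enzyme and 100% = wells lacking Arfgap1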
#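 Replicates: Single well per compound | Assay system: Truncated rat Arfgap1 GAP domain | Control set: No-Arfgap1 wells (100%) versus DMSO full-reaction wells (0%) | Times: Enzyme reaction 120 min at 25 °C after 20 min preincubation | Reagent: Human ARF1(Δ1-17)-GTP substrate | Measured by: Tracer-displacement fluorescence polarization with EDTA stop, 620/688 nm | Measure: Percent inhibition of Arfgap1-stimulated GTP hydrolysis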
# proKLK7 act: activators of human kallikrein-7 zymogen; AID 652039; P49862; purified proKLK7, EDANS-DABCYL substrate fluorescence; 100% is mature enzyme control, 0% vehicle; activation, % at 7 µM; 370,000 tested, 0.9% active;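 active = activation above the mean of all tested compounds plus 3 SD, computed per campaign excluding outliers beyond control limits, cut at about 13% in these data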
# ASAP1 inh: blocks human ASAP1-stimulated Arf1 GTP hydrolysis. GDP FP detection. AID 624377. 360,000 tested, 0.19% active. inhibition, % at 16.5 µM. Q9ULH1; in the data active = inhibition above about 25%;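 also: 0% = vehicle with enzyme and substrate and 100% = no enzyme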
# Target sequence (Q9ULH1 325-724 limits assumed): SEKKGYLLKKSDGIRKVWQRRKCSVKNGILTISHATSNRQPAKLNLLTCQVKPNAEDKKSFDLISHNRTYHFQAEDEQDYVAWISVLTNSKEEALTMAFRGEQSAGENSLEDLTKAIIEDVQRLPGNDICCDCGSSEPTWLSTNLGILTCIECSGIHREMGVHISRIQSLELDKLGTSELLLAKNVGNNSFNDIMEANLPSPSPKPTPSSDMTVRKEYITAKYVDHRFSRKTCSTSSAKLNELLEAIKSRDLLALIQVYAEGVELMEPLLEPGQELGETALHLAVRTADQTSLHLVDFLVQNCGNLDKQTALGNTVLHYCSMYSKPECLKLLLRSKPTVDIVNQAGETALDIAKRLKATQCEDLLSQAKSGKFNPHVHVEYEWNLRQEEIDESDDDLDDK
# PLCg1 inh: blocks human PLC-gamma1 enzyme activity; P19174; purified PLC-gamma1, fluorogenic substrate, fluorescence; inhibition, % at 12.2 µM; 370,000 tested, 0.84% active; in the data active = inhibition above about 9.5%
# Tn6 DDE FP: DD(E)-Tn6 binding inhibition, primary FP screen. P02675. Fibrin DD(E) TRITC-Tn6 fluorescence polarization displacement. inhibition, % at 8.3 µM. 370,000 tested, 0.21% active;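 active = inhibition above a per-campaign cutoff: mean of compounds within control limits plus 3 SD, cut at about 15% in these data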;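 also: 0% = median of all compound wells on the plate and 100% = blocking peptide control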
# TDP2 inh: blocks human TDP2 phosphodiesterase activity. inhibition, % at 12.8 µM. recombinant TDP2, T5PNP hydrolysis, p-nitrophenol absorbance 415 nm. AID 720702. O95551. 370,000 tested, 0.34% active;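 active = inhibition above the mean of all tested compounds plus 3 SD, set per campaign, cut at about 25% in these data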;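 also: 0% = DMSO with enzyme and 100% = buffer with substrate but no TDP2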
#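 Assay system: Recombinant human TDP2 | Quantity: 120 nM TDP2 per well | Incubation: 2 h at 37 °C | Signal: Epi absorbance | Evaluation: Percent inhibition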
# ADAM17 inh: inhibitors of human ADAM17; recombinant ADAM17, EDANS/DABCYL FRET peptide cleavage; P78536; 370,000 tested, 0.83% active; inhibition, % at 6.95 µM; AID 720648;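 active = inhibition above the mean of compounds lying between control limits plus 3 SD, set per campaign, cut at about 8.5% in these data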;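 also: 0% = DMSO-only wells as the low control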
# Target sequence (P78536 215-824 limits assumed): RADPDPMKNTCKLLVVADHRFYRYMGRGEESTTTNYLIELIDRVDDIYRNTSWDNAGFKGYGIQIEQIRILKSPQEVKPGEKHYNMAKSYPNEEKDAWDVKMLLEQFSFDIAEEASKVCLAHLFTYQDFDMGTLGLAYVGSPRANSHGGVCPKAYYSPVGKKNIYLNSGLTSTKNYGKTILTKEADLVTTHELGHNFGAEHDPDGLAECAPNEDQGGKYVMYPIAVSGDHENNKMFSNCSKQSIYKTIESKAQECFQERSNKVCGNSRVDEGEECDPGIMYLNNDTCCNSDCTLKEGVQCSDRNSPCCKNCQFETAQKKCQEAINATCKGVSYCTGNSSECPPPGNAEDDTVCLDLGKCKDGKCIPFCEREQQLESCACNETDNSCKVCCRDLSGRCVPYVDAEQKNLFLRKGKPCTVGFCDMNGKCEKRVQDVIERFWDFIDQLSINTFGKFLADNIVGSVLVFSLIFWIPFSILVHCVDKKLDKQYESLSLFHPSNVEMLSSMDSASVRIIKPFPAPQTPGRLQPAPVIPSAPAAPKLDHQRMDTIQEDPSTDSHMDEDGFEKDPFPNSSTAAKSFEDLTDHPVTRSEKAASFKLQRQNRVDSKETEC
# LEDGF integ inh: blocks HIV-1 LEDGF/p75-dependent DNA integration | TR-FRET IN-LEDGF/p75 DNA integration, Eu/Cy5 | 370,000 tested, 0.64% active | inhibition, % at 3.7 µM | AID 743269;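 active = inhibition above the screen-wide mean plus 3 SD, cut at about 13% in these data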;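 also: signal is the Cy5 over europium emission ratio at 671 and 618 nm; 0% = plate median of compound wells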
# ADAM10 inh: ADAM10 inhibition, QFRET primary screen; O14672; recombinant ADAM10, EDANS/DABCYL FRET peptide cleavage, 3 h; inhibition, % at 7 µM; 370,000 tested, 0.62% active; AID 720582;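 active = inhibition above a per-campaign cutoff equal to the mean of compounds falling between control-based bounds plus 3 SD, cut at about 20% in these data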;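 also: 0% = DMSO wells while the 100% control is not disclosed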
# DDE Tn7 FP inh: DD(E)-Tn7 binding inhibition, primary FP screen. AID 720508. P02675. FP displacement of FITC-Tn7 peptide from fibrin DD(E); 0% = median of compound wells per plate. inhibition, % at 8.3 µM. 370,000 tested, 0.13% active;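 active = inhibition above the mean of compounds falling within the control limits plus 3 SD of them, cut at about 14% in these data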;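 also: 0% = plate median of compound wells and 100% = 10 µM Aha-Tn7 peptide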
#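 Measure: % inhibition scaled between sample-field median and high-control FP; Test system: human fibrin DD(E); Quantity: 2 µM final DD(E) protein; Doses: one dose, 8.3 µM nominal; Schedule: compound with protein 10 min, then 3 h after probe, room temperature; Detection: fluorescence polarization; Medium: Tris buffer with calcium and detergent, pH 7.8.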
# * hit, by the source's call; i = inactive.
# Start of the data: the first two records as a preview:
# Under each structure: LEDGF integ inh, ASAP1 inh, DDE Tn7 FP inh, Tn6 DDE FP, TDP2 inh, ARFGAP1 inh, ADAM17 inh, ADAM10 inh, proKLK7 act, PLCg1 inh
Cc1ccc(-c2nnc(Nc3ccccc3)o2)cc1
→ 3, -14, -1, -6, 0, 2, -1, 0, -0.4, -1
CC1CC(C)CN(c2ccc(-n3cnnn3)cc2[N+](=O)[O-])C1 (configuration not stated)
→ 1, 3, -6, 7, -12, 3, 2, 2, 0.3, 2

# The list itself, previewed entries included:
# Under each structure: LEDGF integ inh, ASAP1 inh, DDE Tn7 FP inh, Tn6 DDE FP, TDP2 inh, ARFGAP1 inh, ADAM17 inh, ADAM10 inh, proKLK7 act, PLCg1 inh
Cc1ccc(-c2nnc(Nc3ccccc3)o2)cc1
→ 3, -14, -1, -6, 0, 2, -1, 0, -0.4, -1
CC1CC(C)CN(c2ccc(-n3cnnn3)cc2[N+](=O)[O-])C1 (configuration not stated)
→ 1, 3, -6, 7, -12, 3, 2, 2, 0.3, 2
CCOC(=O)c1[nH]c2ccc(Br)cc2c1NC(=O)CCN1CCOCC1
→ 1, 5, 7, -5, -13, 9, -8, -27, 0.0, -4
COc1ccc(N2CC(C(=O)N/N=C/c3ccccc3)CC2=O)cc1 (configuration not stated)
→ -5, 8, 3, -7, -4, -8, -1, -6, 0.1, -1
C=CC1=CCN(S(=O)C(C)(C)C)[C@@H]1CCO (some centres not stated)
→ -2, 4, 4, -4, 3, -9, -4, -14, -0.2, -4
O=C(c1ccco1)N1CCN(S(=O)(=O)N2CCOCC2)CC1
→ 3, -1, 7, 1, 8, 1, -3, -1, -0.1, -3
COc1cccc(NC(=O)CN(C)C(=O)CCCc2nc3ccccc3c(=O)[nH]2)c1
→ 5, -1, -2, 3, 0, -17, -1, 0, -0.5, 0
CCC(=O)N1CCc2cc(S(=O)(=O)Nc3ccc4c(c3)OCCO4)ccc21
→ 1, 16, -5, 1, 6, -4, 0, -7, -0.2, 4
CCC(C)NS(=O)(=O)c1ccc(S(=O)(=O)N2CC=C(c3ccc(F)cc3)CC2)cc1 (configuration not stated)
→ 7, 14, 3, -2, 5, -3, 2, 14, -0.2, 5
Cc1cc(C)c(S(=O)(=O)N(C2=NCCS2)S(=O)(=O)c2c(C)cc(C)cc2C)c(C)c1
→ 2, 21, -6, -11, 1, -7, -2, 0, -0.4, 1
O=C(NNC(=O)c1cc(-c2ccc(Cl)cc2)nc2ccccc12)c1csc(N2CCOCC2)n1
→ 3, -2, -2, -10, -14, 0, 7, 29*, -2.4, -29
COc1ccc(C(O)c2nc(-c3cc4ccccc4o3)cs2)cc1 (configuration not stated)
→ -3, 1, -2, 4, -5, 5, 3, -4, 0.0, -3
CCOc1ccc(N(CC(=O)NC(C)(C)C)S(=O)(=O)c2c(C)noc2C)cc1
→ -1, -1, 2, 4, 7, 12, 0, -6, -0.6, -1
O=C(NCCS(=O)(=O)N1CCN(Cc2ccccc2)CC1)c1ccccc1
→ 4, 14, 0, -5, -3, -10, -2, 0, 0.1, 2
O=C(NCc1ccc(Cl)cc1)c1cc2c(nc3sccn32)s1
→ -2, 0, -4, -6, 8, -5, -22, -65, -0.5, -15

# As a short view, 10 of the compounds above.
# Under each structure: LEDGF integ inh, ASAP1 inh, DDE Tn7 FP inh, Tn6 DDE FP, TDP2 inh, ARFGAP1 inh, ADAM17 inh, ADAM10 inh, proKLK7 act, PLCg1 inh
Cc1ccc(-c2nnc(Nc3ccccc3)o2)cc1
→ 3, -14, -1, -6, 0, 2, -1, 0, -0.4, -1
CC1CC(C)CN(c2ccc(-n3cnnn3)cc2[N+](=O)[O-])C1 (configuration not stated)
→ 1, 3, -6, 7, -12, 3, 2, 2, 0.3, 2
CCOC(=O)c1[nH]c2ccc(Br)cc2c1NC(=O)CCN1CCOCC1
→ 1, 5, 7, -5, -13, 9, -8, -27, 0.0, -4
COc1ccc(N2CC(C(=O)N/N=C/c3ccccc3)CC2=O)cc1 (configuration not stated)
→ -5, 8, 3, -7, -4, -8, -1, -6, 0.1, -1
C=CC1=CCN(S(=O)C(C)(C)C)[C@@H]1CCO (some centres not stated)
→ -2, 4, 4, -4, 3, -9, -4, -14, -0.2, -4
O=C(c1ccco1)N1CCN(S(=O)(=O)N2CCOCC2)CC1
→ 3, -1, 7, 1, 8, 1, -3, -1, -0.1, -3
COc1cccc(NC(=O)CN(C)C(=O)CCCc2nc3ccccc3c(=O)[nH]2)c1
→ 5, -1, -2, 3, 0, -17, -1, 0, -0.5, 0
CCC(=O)N1CCc2cc(S(=O)(=O)Nc3ccc4c(c3)OCCO4)ccc21
→ 1, 16, -5, 1, 6, -4, 0, -7, -0.2, 4
CCC(C)NS(=O)(=O)c1ccc(S(=O)(=O)N2CC=C(c3ccc(F)cc3)CC2)cc1 (configuration not stated)
→ 7, 14, 3, -2, 5, -3, 2, 14, -0.2, 5
Cc1cc(C)c(S(=O)(=O)N(C2=NCCS2)S(=O)(=O)c2c(C)cc(C)cc2C)c(C)c1
→ 2, 21, -6, -11, 1, -7, -2, 0, -0.4, 1

# The list continues:
# Under each structure: LEDGF integ inh, ASAP1 inh, DDE Tn7 FP inh, Tn6 DDE FP, TDP2 inh, ARFGAP1 inh, ADAM17 inh, ADAM10 inh, proKLK7 act, PLCg1 inh
O=C(NC(=S)Nc1ccc(F)c(Cl)c1)C1CC1
→ -1, -5, 7, 3, -7, -10, -5, -7, 0.1, -1
COc1ccc(-c2cc(C(=O)OCC(=O)c3c(N)n(C)c(=O)n(C)c3=O)c3ccccc3n2)cc1
→ 1, -7, 3, 6, 6, 4, -14, -34, 1.1, -28
COc1ccc(CCNS(=O)(=O)c2c(C)nc3scc(C)n3c2=O)cc1OC
→ 0, -15, 5, 4, -5, -17, -1, 12, 0.0, 3
C[C@]12C=CC(=O)C=C1CC[C@@H]1[C@@H]2C(=O)C[C@@]2(C)[C@H]1CC[C@]2(O)C(=O)COC(=O)CCC(=O)O
→ 0, -3, -3, -1, 6, 0, -1, -3, -0.5, 3
CCN(CC)S(=O)(=O)c1ccc(C)c(NC(=O)CSc2nc3ccc(C)cc3[nH]2)c1
→ -1, -16, 4, -1, 5, 3, 2, 7, 0.6, 0
O=C(O)C1CC=CCC1C(=O)Nc1cccc(C(=O)N2CCCCC2)c1 (configuration not stated)
→ -5, -3, 7, 8, 5, 3, -4, 1, -0.6, -4
CCCC(=O)Nc1ccc(-c2cn3cccnc3n2)cc1
→ -2, 4, -1, 2, 8, -1, i, i, 58*, i
Cc1ccc(S(=O)(=O)N2CCCCC2)cc1NC(=O)C1CC(=O)N(c2ccc3c(c2)OCCO3)C1 (configuration not stated)
→ 0, 7, 3, -1, 8, -5, -6, -1, 0.3, 3
FC(F)(F)c1cccnc1-n1cncn1
→ 1, -19, 2, 0, 18, -1, 2, -1, 0.0, -1
CCCCNc1c(-c2ccc(SC3CCCCC3)c(OC)c2)nc2ccc(Cl)cn12
→ 11, 0, 0, 2, 24, 4, -9, -36, -1.0, -165
CCOc1ccccc1NC(=O)C(OC(=O)c1ccccc1O)c1ccccc1 (configuration not stated)
→ -8, 13, 0, -10, -11, -6, -6, -11, 0.5, 0
Cc1ccccc1NC(=O)c1ccc2c(c1)C(=O)N(CCC(C)C)C2=O
→ 2, -4, -2, -9, 1, 1, 1, 4, -0.5, 8
CCn1c2ccccc2c2nnc(SCC(=O)OCN3C(=O)c4ccccc4C3=O)nc21
→ -2, -10, 1, -10, -11, -9, -3, 1, -0.6, -6
CCC(=O)Nc1nc(OC)cc(OC)n1
→ 1, 4, -8, -3, 7, 9, -3, 1, -0.1, 2
Cc1cccc(CC(=O)N2CCN=C2SCc2ccc([N+](=O)[O-])cc2)c1
→ -1, 8, 6, -3, 9, -9, 8, 10, 0.0, -1
O=C(Nc1ccc(Br)cn1)c1coc(=O)c(Br)c1
→ 3, -5, 4, -2, -17, 6, -47, -112, -1.4, -39
COc1ccc(CNC(=O)CCCc2ccccc2)cc1
→ 1, 5, -3, 10, 10, 2, 0, 2, -0.3, -1
COc1cc(F)ccc1-c1cc(C(=O)NCc2ccc(F)cc2)[nH]n1
→ -2, 5, 8, -5, -5, 11, 7, -8, 0.4, -3
CCN=C1S/C(=C\c2cc(OCC)c(O)cc2Br)C(=O)N1CC
→ -2, 10, 2, -2, -1, 7, 0, 5, -0.8, -106
C=CCOc1ccccc1CNc1cccc(F)c1
→ 3, -4, 2, -5, -3, -11, 4, 4, 0.5, 1
COC(=O)C(O)(NC(=O)c1ccncc1)C(F)(F)F (configuration not stated)
→ -1, -1, -3, -6, 16, 4, -4, -5, -0.3, 2
COc1ccc(C2=NS(=O)(=O)N(C)C(C(=O)NCc3cccs3)=C2)cc1OC
→ 2, 10, -3, -4, -2, -5, 0, -8, -0.3, -25
COCCCNC(=S)N1CCN(C(=O)c2ccco2)CC1
→ -3, 9, -1, 4, -1, -3, 1, 2, -0.1, -1
COc1ccc(NC(=O)COc2nsnc2N2CCCCC2)cc1
→ 2, 0, -15, -4, -12, -5, 4, 3, -0.1, 2
COc1ccccc1C(C)NC(=O)CCC(=O)N1CCN(S(=O)(=O)c2ccc(Cl)cc2)CC1 (configuration not stated)
→ -1, -1, -1, 3, 8, -3, -5, -7, 0.3, -2
CC(=O)CSc1nnc(-c2ccc3c(c2)OCO3)o1
→ 3, 5, 5, -7, 0, 4, 2, -1, -0.1, 2
OCC1(Cc2cccc(Cl)c2)CCCN(Cc2sc(N3CCCC3)nc2Cl)C1 (configuration not stated)
→ 4, 9, 1, 1, -20, 1, 10*, 13, 1.2, 13*
Nc1c(C(=O)CSc2nnnn2-c2ccccc2)c(=O)[nH]c(=O)n1C1CC1
→ 0, 6, -5, 0, -2, -2, 0, -5, -0.3, 1
CC(C)Oc1cccc(NC(=O)c2cnccc2C(F)(F)F)c1
→ 0, 0, 5, -6, 13, 7, 1, 2, -0.4, 1
Cc1ccc(-c2cn3c(n2)SCC3)cc1
→ 1, -7, 2, -6, 13, 5, -4, -3, 0.1, 4
O=C(C1CCN(Cc2ccc(Cl)cc2)CC1)N1CCN(Cc2ccc3c(c2)OCO3)CC1
→ 3, 3, 4, 3, 7, 1, 0, 0, -0.4, 1
Cc1ccc(CN(CC(=O)NC2CCCC2)C(=O)c2csnn2)cc1
→ -1, -6, 5, -2, 4, 4, -3, 1, -0.4, 1
O=C1CN(S(=O)(=O)c2ccc(Cl)cc2C(F)(F)F)CCN1
→ 5, 6, -5, 0, 3, 1, -3, 7, 0.5, 6

# Assay outcomes from PubChem.
